TAAR1 antag: antagonists of human TAAR1; AID 624466; 360,000 tested, 1.5% active; inhibition, % at 3 µM; CHO RD-HGA16 TAAR1, Fluo-8 calcium fluorescence, antagonist;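 active means inhibition above a per-plate cutoff, the mean inhibition of test compounds on that plate plus 3 SD, cut at about 49% in these data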;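 further: 0% = DMSO plus EC80 beta-PEA response and 100% = DMSO alone without agonist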
Target sequence (Q96RJ0 whole entry, looked up): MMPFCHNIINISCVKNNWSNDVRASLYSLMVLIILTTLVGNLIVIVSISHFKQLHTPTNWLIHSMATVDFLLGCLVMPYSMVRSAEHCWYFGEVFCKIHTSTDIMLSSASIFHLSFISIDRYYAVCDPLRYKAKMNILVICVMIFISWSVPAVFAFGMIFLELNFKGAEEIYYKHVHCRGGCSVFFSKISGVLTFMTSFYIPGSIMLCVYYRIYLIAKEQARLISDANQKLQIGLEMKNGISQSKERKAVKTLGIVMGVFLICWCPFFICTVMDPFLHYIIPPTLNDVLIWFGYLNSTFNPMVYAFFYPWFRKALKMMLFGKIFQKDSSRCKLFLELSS
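Test system: hTAAR1-expressing CHO RD-HGA16 cells, Gα16-coupled; Probe or stimulus: EC80 β-phenethylamine stimulus; Compound dosing: single nominal final test compound concentration of 3 µM; Timing: 140 s kinetic read after compound, 140 s after agonist; Signal: Fluo-8 calcium-sensitive fluorescence; Measure: % inhibition of agonist calcium response; Controls: DMSO and EC80 PEA controls.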
CHO-K1 Ca antag: M1 antagonist counterscreen hit in parental CHO-K1 cells; AID 602250; inhibition, % at 3 µM; ATP-induced calcium, Fluo-8 fluorescence; 360,000 tested, 0.6% active;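 active means inhibition above a per-plate cutoff, the plate's mean sample inhibition plus 3 SD, cut at about 24% in these data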;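 further: 0% = DMSO plus EC80 ATP and 100% = DMSO alone without ATP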
CHO parental Ca: signal in parental CHO cells, OX1R antagonist counter-screen; parental CHO-K1, ATP-induced calcium, Fluo-8 fluorescence; inhibition, % at 5.6 µM; 330,000 tested, 0.63% active; AID 463079;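 active means inhibition above that plate's mean sample inhibition plus 3 SD, cut at about 26% in these data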;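 further: 0% = ATP-challenged DMSO wells and 100% = DMSO wells without ATP; some compounds past the cut are filed as inactive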
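Assay system – parental CHO cells · Reagent – ATP stimulus · Detection – intracellular calcium via Fluo-8 no-wash fluorescent dye · Evaluation – percent inhibition of ATP-evoked calcium rise, normalized to controls · Controls – ATP wells versus no-ATP DMSO wells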
M1 ag: agonists of human M1 muscarinic receptor | P11229 | CHO-K1 hM1, Fluo-8 calcium fluorescence, agonist mode; 0% DMSO, 100% acetylcholine EC100 | activation, % at 3 µM | 360,000 tested, 0.33% active | AID 588814;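 active means activation above the run's mean compound activation plus 3 SD, cut at about 16% in these data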;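 further: peak over basal fluorescence ratio within a 140 s kinetic read after compound addition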
Target sequence (P11229 whole entry, looked up): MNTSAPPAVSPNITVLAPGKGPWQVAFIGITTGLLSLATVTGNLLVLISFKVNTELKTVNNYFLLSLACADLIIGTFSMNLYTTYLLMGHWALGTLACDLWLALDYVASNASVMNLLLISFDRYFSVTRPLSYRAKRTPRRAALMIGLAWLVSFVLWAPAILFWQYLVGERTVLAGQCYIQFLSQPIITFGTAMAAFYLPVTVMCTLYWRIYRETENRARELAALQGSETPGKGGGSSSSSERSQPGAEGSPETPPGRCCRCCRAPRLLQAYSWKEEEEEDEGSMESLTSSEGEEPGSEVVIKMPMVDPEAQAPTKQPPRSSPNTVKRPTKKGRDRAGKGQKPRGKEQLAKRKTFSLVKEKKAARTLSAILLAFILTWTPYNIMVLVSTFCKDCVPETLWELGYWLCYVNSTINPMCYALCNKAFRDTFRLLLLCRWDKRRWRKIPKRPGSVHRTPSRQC
TAAR1 agonist: agonists of human TAAR1; Q96RJ0; CHO RD-HGA16 TAAR1, Fluo-8 calcium fluorescence; vehicle wells 0%, saturating PEA agonist 100%; activation, % at 3 µM; 360,000 tested, 0.99% active; AID 624467;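 active means activation above the mean activation of all test compounds in the run plus 3 SD, cut at about 38% in these data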
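System: CHO-derived RD-HGA16 cells with stable Gα16 and human TAAR1 / Times: 17-24 h plating, Fluo-8 75 min 37 °C, 30 min RT / Technique: calcium-sensitive Fluo-8 signal, excitation 470-495, emission 515-575 nm / Measure: % activation relative to PEA EC100 response / Benchmarks: DMSO and PEA EC100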
M1 antag: blocks human M1 muscarinic receptor; P11229; CHO-K1 hM1, Fluo-8 calcium fluorescence, ACh EC80 antagonist; inhibition, % at 3 µM; 360,000 tested, 1.3% active;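 active means percent inhibition above its own plate's cutoff, namely the mean of that plate's compound wells plus 3 SD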;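 further: peak over basal fluorescence ratio during 140 s after agonist addition; 0% = ACh EC80 plus DMSO and 100% = DMSO alone without agonist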
M1 ag parental: nonselective activator or artifact in parental CHO-K1 cells; Fluo-8 calcium fluorescence; scaled to maximal ATP response, vehicle zero; activation, % at 3 µM; 360,000 tested, 0.48% active; AID 602248; in the data active means activation above about 15%;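 further: untransfected CHO-K1 host cells lacking M1 receptor as counterscreen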
M1 PAM parental: counter-screen for M1 PAMs: effect in parental CHO-K1 cells. AID 602247. ATP EC20, Fluo-8 calcium fluorescence; 0% at ATP EC20, 100% at ATP max. 360,000 tested, 0.02% active. activation, % at 3 µM;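 active means activation above the run cutoff, the mean activation of all test compounds plus 3 SD, cut at about 40% in these data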;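 further: peak over basal fluorescence ratio in a 140 s read after ATP addition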
M1 PAM: human CHRM1 positive allosteric modulation. activation, % at 3 µM. 360,000 tested, 0.088% active. P11229. CHO-K1 hM1, Fluo-8 calcium fluorescence, ACh EC20; 0% = ACh EC20, 100% = maximal ACh; in the data active means activation above about 19%, passing the limit was not always enough
Numbers without * were called inactive; . = no result given. Random draw from the library; overall some 4.4% were active at least once.

Compound	TAAR1 antag	CHO-K1 Ca antag	CHO parental Ca	M1 ag	TAAR1 agonist	M1 antag	M1 ag parental	M1 PAM parental	M1 PAM
N#CCC(=N)N1CCN(c2ccccc2Cl)CC1	0	-1	-14	-2	18	5	1.2	-7	-5
CCCc1nc2ccccc2n1C(=S)SC	7	-16	-9	-6	17	4	-0.3	12	-2
O=C(c1cc(COc2cccc(C(F)(F)F)c2)on1)N1CCC(c2ccncc2)CC1	-8	19	60*	-1	1	38*	11	1	-13
Cc1ccc(NC2=NCCC2)cc1Cl	-15	-10	-7	-5	15	2	0.6	8	0
CN(C)c1cccc2c1c(NC(=O)Nc1ccccc1)nn2C	-32	-4	-26	2	0	-4	0.2	16	6
CCn1nccc1C(=O)Nc1nc2ccccc2n1CCN1CCCCC1	9	-4	-12	-5	3	-25	0.6	6	4
Cc1nc(-c2ccc([N+](=O)[O-])cc2)nc2[nH]ccc(=O)c12	-14	-12	.	-4	4	-20	0.8	-7	14
O=C(COC(=O)CN1C(=O)COc2ccccc21)NC1CCCCC1	3	2	-10	-3	1	-3	0.7	10	4
COc1ccc(C(=O)N2CCN(c3ccccc3Cl)CC2)cc1S(=O)(=O)NC1CC1	9	-3	-14	0	11	12	1.2	15	0
CCc1ncc(CN2CCCC(C(=O)Nc3cccc(-c4ccc(F)cc4)c3)C2)cn1 (stereo not given)	-21	5	-30	-2	2	-9	2.5	8	5
CC(=O)NC1=NN(C(C)=O)C2(S1)C(=O)N(C(C)C)c1ccc(C)cc12 (stereo not given)	-14	-10	4	-3	0	-17	0.6	0	1
CN(CC(=O)NCC(c1ccco1)N1CCCCC1)S(=O)(=O)c1ccc(Cl)cc1 (stereo not given)	-19	-8	22	-7	-2	11	0.6	-3	-10
C/C(=N/NC(=O)CCc1ccccc1)c1ccco1	-9	1	2	-5	4	4	-0.2	-4	7
CN1CCN(c2ccc(NC(=S)NC(=O)c3cccc4c(Cl)cccc34)cc2)CC1	-25	7	-14	-13	1	37*	0.2	-18	-30
O=C(CSc1nnnn1-c1ccccc1)Nc1nsc(-c2ccccc2)n1	24	-26	-5	-1	2	2	0.5	-12	5
CCCN(C(=O)c1ccc(-n2cncn2)c([N+](=O)[O-])c1)C1CCS(=O)(=O)C1 (stereo not given)	4	14	3	-1	6	-1	-0.3	-12	6
CCc1cccc2c(SC(C)C(=O)NCC3CCCO3)nc(-c3ccccc3)nc12 (stereo not given)	10	-18	-8	-2	10	0	-0.1	-9	2
COc1ccc(S(=O)(=O)N2CCC(C(=O)N[C@H](C(=O)NCc3ccncc3)C(C)C)CC2)cc1	-8	17	-6	-1	1	-1	-0.1	8	-4
O=C(CCCc1c[nH]c2ccccc12)N1CCN(c2ccc(N3CCOCC3)nn2)CC1	-4	-3	-10	-12	2	5	0.6	0	0
CCOC(=O)C1CCCCN1Cc1cccc(OC)c1OC (stereo not given)	4	-11	-6	-4	6	4	0.6	22	1
COc1ccc(/C=C/C(=O)NCc2ccc(F)cc2)cc1S(=O)(=O)N1CCOCC1	-9	-6	-18	-3	2	2	0.3	-12	-1
COC(=O)c1ccc(-c2cc(CC3(C(=O)OC)CCN(C(=O)OC(C)(C)C)CC3)on2)cc1	-3	-6	-14	-4	5	4	0.0	12	-4
Cc1[nH]c2ccccc2c1C(=O)C(=O)N1CCN(c2ccccc2F)CC1	0	-8	-20	1	8	3	4.2	1	-1
Cc1cc(NC(=O)c2ccccc2)n(-c2ccccc2)n1	-8	-1	-10	-4	0	2	-0.2	-1	-7
O=C(CN1C(=O)NC2(CCCC2)C1=O)OCCOc1ccc(F)cc1	-12	-12	-4	-3	0	-11	0.8	24	8

The list continues:
Compound	TAAR1 antag	CHO-K1 Ca antag	CHO parental Ca	M1 ag	TAAR1 agonist	M1 antag	M1 ag parental	M1 PAM parental	M1 PAM
Cc1ccc(Nc2n[nH]c(C)c2[N+](=O)[O-])cc1	12	5	-5	-5	-3	2	0.3	-3	-2
COC(=O)c1cc2occc2n1Cc1nc(-c2cccc(Cl)c2)oc1C	-32	-11	-5	-4	2	0	0.7	22	-1
CN1C(=O)CC(N2CCN(C(=O)c3ccccc3)CC2)C1=O (stereo not given)	-13	-1	1	-2	12	1	0.0	1	2
COc1ccc(C(=O)NCCn2cc(SCC(=O)NCC3CCCO3)c3ccccc32)cc1 (stereo not given)	9	-4	-12	1	0	-3	1.3	-7	14
CN(C(=O)CSC1=Nc2ccccc2C2=NC(c3ccccc3)C(=O)N12)C1CCCCC1 (stereo not given)	0	3	-22	-3	4	-4	0.0	-5	6
O=C(CN1C(=O)NC2(CCCCC2)C1=O)Nc1ccc2[nH]c(=O)[nH]c2c1	-6	-15	-6	-3	2	3	0.1	-4	-2
Cc1cc(Nc2ccc(Cl)cc2)n2ncnc2n1	-8	0	.	-6	-2	-24	-0.8	4	16
COc1ccccc1/C=N/NC(=O)c1cc2c(ccc3ccccc32)o1	16	12	-18	-4	1	-11	-0.2	2	7
O=C1CC(NS(=O)(=O)c2ccc(F)cc2)CN1c1ccc2c(c1)OCCO2 (stereo not given)	-8	4	-8	-2	3	-4	2.7	-9	5
O=C(Nc1ccccc1C(=O)N/N=C/c1ccc(O)cc1)c1ccccc1	42	1	-10	-3	6	-1	2.6	7	1
COC(=O)c1ccc(N2CCN(S(=O)(=O)c3ccc(C)cc3)CC2)c([N+](=O)[O-])c1	-11	13	-1	2	5	4	0.4	-13	1
COc1ccc(S(=O)(=O)N2CCCCCC2)cc1NC(=O)CC1OC(=O)c2ccccc21 (stereo not given)	0	-3	-17	-3	4	-4	0.6	11	2
COc1ccc(CN(C(=O)Cn2nnc(-c3ccc(C)o3)n2)C(C(=O)NCC2CCCO2)c2ccco2)cc1 (stereo not given)	-9	-6	-16	-4	10	1	0.5	20	7
COCCCN(C(=O)c1ccc(N2CCCC2=O)cc1)c1c(N)n(Cc2ccccc2)c(=O)[nH]c1=O	-32	-12	-23	-5	1	-1	0.1	-18	4
Cc1nnsc1C(=O)N/N=C/c1ccccc1	-4	-2	11	2	34	15	1.1	14	-4
Cc1cccc(C(=O)N2CCN(S(=O)(=O)N3CCCCC3)CC2)c1	-6	-13	-10	0	4	-12	1.6	14	12
Cc1ccc(NC(=O)CSc2nccn2Cc2ccccc2)cc1C	35	-4	-21	-2	10	-4	0.5	4	1
COc1ccc(C(=O)NCCS(=O)(=O)NCc2ccc3c(c2)OCO3)cc1	-11	6	-15	-5	5	11	-0.2	-3	-2
CCOc1ccccc1N(CC(=O)NCCc1ccc(OC)c(OC)c1)S(=O)(=O)c1ccccc1	-29	-11	-16	-3	6	-11	3.2	-7	4
CC1=C(C(=O)N2CCCCCC2)CC(CC(=O)NCCN2CCOCC2)C(=O)N1CCCN1CCCC1=O (stereo not given)	-2	-8	.	.	2	.	1.0	9	.
Cc1ccc(NC(=O)Cn2nc(-c3ccccc3Cl)ccc2=O)c(Br)c1	-12	-4	15	-3	1	-4	-0.3	-9	3
Cc1cccc(Nc2nc(NCc3ccco3)nc(N)c2[N+](=O)[O-])c1	-40	9	-8	-1	18	-1	-0.1	-11	5
COC(=O)c1ccccc1S(=O)(=O)N(CCCN1CCOCC1)Cc1cccs1	2	3	-17	-3	7	4	0.1	9	-1
COCCOC(=O)c1c(C)oc2ccc(NS(=O)(=O)c3ccc(F)cc3)cc12	-14	-14	-22	-5	-3	-14	2.6	12	-1
COC(=O)c1cccc(OCC(O)Cn2cnc3cc(C)c(C)cc32)c1 (stereo not given)	7	-2	-19	1	7	-4	2.3	5	11

(list continues)
Compound	TAAR1 antag	CHO-K1 Ca antag	CHO parental Ca	M1 ag	TAAR1 agonist	M1 antag	M1 ag parental	M1 PAM parental	M1 PAM
O=C(c1cc(C(=O)NCCc2ccccc2)c(=O)n(CCc2ccccc2)c1)c1cc(Cl)ccc1O	65*	10	21	-1	16	13	1.0	-8	-7
COc1ccc(/C=C/c2nnc(NC(=O)C(C)(C)C)s2)cc1	-14	4	-25	-1	12	-10	1.0	-3	23
O=C(CNS(=O)(=O)c1cccc(C(F)(F)F)c1)Nc1ccccc1F	22	-10	-15	0	13	2	0.3	-14	0
O=C(Nc1ccccc1F)c1ccn[nH]1	1	-7	-3	-3	7	4	0.1	0	8
CSc1ccc(S(=O)(=O)N(CC(=O)NCc2ccccn2)c2ccc(C)cc2)cc1	6	-17	-33	-7	1	-18	1.0	2	8
CCCc1nnc(NC(=O)CSc2nnc(-c3ccco3)n2C)s1	-23	-8	-12	-8	1	-1	0.9	-8	1
CC(=O)NC(c1ccccc1)c1nc(-c2ccc(F)c(Cl)c2)cs1 (stereo not given)	-6	9	.	-4	1	8	0.5	-6	-6
COc1ccc(C(CCN2CCCC(C)C2)c2c(OC)cc(OC)c3c(C)cc(=O)oc23)cc1 (stereo not given)	8	-7	-21	-11	11	10	0.5	3	-4
CN(C(=O)c1cccc(NC(=O)Cc2ccc(NC(=O)C3CCN(S(=O)(=O)c4cccc([N+](=O)[O-])c4)CC3)cc2)c1)C1CC1	5	5	.	-5	2	-5	-0.3	-10	6
COc1cc(C(=S)N2CCOCC2)ccc1OC(=O)Cc1ccc(F)cc1	7	-4	-8	0	4	0	3.5	11	3
CCc1c(C(C)=O)oc2ccc3c(C)cc(=O)oc3c12	-12	-6	-9	-7	-1	-9	-0.4	13	7
CCC(=O)Nc1ccc2c(c1)nc1n2CCN(C2CCCCC2)C1	-40	-7	5	-8	0	-11	0.2	6	7
Cn1cnc([N+](=O)[O-])c1Sc1ncn[nH]1	-17	-11	-12	-2	2	0	1.2	0	0
Nc1c(C(=O)CSc2nc(-c3ccccc3)cs2)c(=O)[nH]c(=O)n1C1CC1	16	-13	4	0	10	-4	1.6	-2	3
CCOc1ccc(S(=O)(=O)NCCC(=O)N2CCN(c3ncccn3)CC2)cc1	-4	-17	-15	-6	-1	5	-0.5	26	-2
Cc1cccc(COc2ccc(/C=N/NC(=O)c3nnn(-c4nonc4N)c3C)cc2)c1	9	-15	-11	-2	0	-4	-0.1	0	2
CC(=O)NC(CCC(=O)O)C(=O)O (stereo not given)	-20	0	.	-2	0	-22	0.0	1	-4

Ordered by SMILES length (rising): part of the list above
Compound	TAAR1 antag	CHO-K1 Ca antag	CHO parental Ca	M1 ag	TAAR1 agonist	M1 antag	M1 ag parental	M1 PAM parental	M1 PAM
CC(=O)NC(CCC(=O)O)C(=O)O (stereo not given)	-20	0	.	-2	0	-22	0.0	1	-4
CCc1c(C(C)=O)oc2ccc3c(C)cc(=O)oc3c12	-12	-6	-9	-7	-1	-9	-0.4	13	7
O=C(c1cc(C(=O)NCCc2ccccc2)c(=O)n(CCc2ccccc2)c1)c1cc(Cl)ccc1O	65*	10	21	-1	16	13	1.0	-8	-7

Source: PubChem
